# PRC2 inh: EZH2 (human) methyltransferase inhibition; inhibition, % at 12.5 µM; PRC2 H3K27 methylation, DELFIA TRF, 1 h; AID 651548; Q15910; 0.35% of 57,000 active;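 active = mean inhibition of replicates at least 50% and every single replicate also reaching 50%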;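 also: dimethyl H3K27 on biotinylated H3 21-44 peptide detected by antibody; plate controls were median neutral control wells for no effect and median positive control wells for full effect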
# Target sequence (Q15910 whole entry, looked up): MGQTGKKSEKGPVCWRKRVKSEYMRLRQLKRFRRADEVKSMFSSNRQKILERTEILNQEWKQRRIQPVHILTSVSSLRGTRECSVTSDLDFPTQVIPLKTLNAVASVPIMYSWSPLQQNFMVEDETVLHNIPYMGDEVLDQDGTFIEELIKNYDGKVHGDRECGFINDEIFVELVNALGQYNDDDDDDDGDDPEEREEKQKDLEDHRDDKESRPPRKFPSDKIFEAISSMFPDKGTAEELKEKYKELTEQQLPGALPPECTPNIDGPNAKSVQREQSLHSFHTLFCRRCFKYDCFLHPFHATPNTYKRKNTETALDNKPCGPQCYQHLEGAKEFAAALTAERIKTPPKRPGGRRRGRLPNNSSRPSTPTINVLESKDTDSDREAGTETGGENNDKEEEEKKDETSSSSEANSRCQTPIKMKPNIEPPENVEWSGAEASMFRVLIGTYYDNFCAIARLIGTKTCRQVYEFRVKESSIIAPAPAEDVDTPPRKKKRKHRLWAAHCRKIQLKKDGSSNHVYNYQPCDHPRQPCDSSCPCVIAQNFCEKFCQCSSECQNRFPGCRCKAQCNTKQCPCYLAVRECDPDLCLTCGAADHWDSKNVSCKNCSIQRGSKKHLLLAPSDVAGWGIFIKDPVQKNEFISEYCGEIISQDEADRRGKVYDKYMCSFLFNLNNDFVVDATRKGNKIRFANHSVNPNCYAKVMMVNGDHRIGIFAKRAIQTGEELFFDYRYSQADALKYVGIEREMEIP
# IDH1 mut inh: inhibitors of human IDH1 R132H | O75874 | IDH1 R132H reductase, diaphorase/resazurin fluorescence, 60 min | inhibition, % at 10 µM | 0.18% of 70,000 active | AID 624101; in the data active = inhibition above about 34%;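 also: 0% = DMSO and 100% = no enzyme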
# Starred values were filed as active, the others as inactive; x = no result given. Not all compounds are listed. The share of hits here may be higher or lower than overall.
# Under each structure: PRC2 inh	IDH1 mut inh
- Cn1c(=O)c2[nH]c(NCCN3CCOCC3)nc2n(C)c1=O
→ -6.9	0.2
- O=C(C[C@H]1C[C@H]2c3cc(NC(=O)c4cccnc4)ccc3O[C@H]2[C@H](CO)O1)NCc1ccccc1
→ -1.6	-0.8
- CC(C)(C)[S@](=O)N1Cc2cc(C(=O)N3CCCCC3)nc(-c3cccc(-c4ccc(C#N)cc4)c3)c2[C@@H]1CCO
→ -0.9	0.4
- Cc1noc(C)c1NC(=O)N(C)C[C@@H]1Oc2ccc(NS(C)(=O)=O)cc2C(=O)N([C@H](C)CO)C[C@@H]1C
→ x	1.4
- CNC[C@@H]1OCCCC[C@@H](C)Oc2ccc(NS(=O)(=O)c3cn(C)cn3)cc2C(=O)N([C@@H](C)CO)C[C@@H]1C
→ x	3.9
- CC(C)NC(=O)Nc1ccc2c(c1)C(=O)N([C@H](C)CO)C[C@@H](C)[C@@H](CN(C)C(=O)Nc1cccc3ccccc13)O2
→ -7.0	-0.2
- C[C@@H]1CN([C@H](C)CO)C(=O)c2cc(NS(=O)(=O)c3ccccc3)ccc2O[C@H]1CN(C)S(=O)(=O)c1ccc(F)cc1
→ x	-1.3
- O=C(CCN1C(=O)c2ccc([N+](=O)[O-])cc2C1=O)Nc1ccccc1I
→ 0.5	0.4
- C[C@H](CO)N1C[C@H](C)[C@H](CN(C)Cc2ccc(Oc3ccccc3)cc2)Oc2c(NC(=O)c3cnccn3)cccc2C1=O
→ -0.7	-1.2
- CO[C@H]1CN(C)C(=O)c2cc(NC(=O)C3CCCC3)ccc2OC[C@H](C)NC[C@H]1C
→ 11.9	0.4
- COc1ccc(OC)c(C2C(C(=O)c3ccco3)C(=O)C(=O)N2CCN2CCOCC2)c1 (stereo unspecified)
→ 0.9	0.0
- Cc1ccccc1-c1nc(C#N)c(NCCN2CCOCC2)o1
→ 6.4	0.0
- C[C@H](CO)N1C[C@H](C)[C@@H](CN(C)C)Oc2ccc(NC(=O)Nc3ccc(F)cc3)cc2CC1=O
→ x	0.2
- C[C@H]1CN([C@@H](C)CO)C(=O)c2cccc(NC(=O)Nc3ccc(C(F)(F)F)cc3)c2O[C@@H]1CN(C)C(=O)Nc1ccc(C(F)(F)F)cc1
→ x	2.2
- COc1ccc(C(=O)NCC(=O)Nc2cc(OC)ccc2OC)cc1
→ -11.3	-0.2
- C[C@H](CO)N1C[C@H](C)[C@H](CN(C)Cc2ccccn2)Oc2ncc(C#C[C@@H](C)O)cc2C1=O
→ -11.2	x
- CO[C@@H]1CC[C@@H]2CCOc3c(C#N)cccc3C(=O)N(C)CCCC(=O)N(C)C[C@@H]1O2
→ -0.3	-0.1
- C[C@H](CO)N1C[C@H](C)[C@@H](CN(C)S(=O)(=O)c2cccs2)OCCCC[C@H](C)Oc2ccc(NC(=O)CCCN(C)C)cc2C1=O
→ x	1.4
- COc1ccc(NC(=O)N(C)C[C@H]2Oc3ccc(NC(=O)Nc4ccccc4)cc3CC(=O)N([C@H](C)CO)C[C@@H]2C)cc1
→ x	0.6
- COc1ccc(S(=O)(=O)N(C)C[C@@H]2Oc3ccc(NC(=O)Cc4cn(C)c5ccccc45)cc3CC(=O)N([C@H](C)CO)C[C@H]2C)cc1
→ x	-8.5
- C[C@@H]1CN([C@@H](C)CO)S(=O)(=O)c2ccc(-c3ccccc3)cc2O[C@@H]1CN(C)C(=O)CN(C)C
→ x	1.2
- CCCCCCCC/C=C/CCCCCCCC(=O)NCCO
→ -16.3	-2.6
- CC(=O)N(C)C[C@@H]1Oc2cc(C#CC3CC3)ccc2S(=O)(=O)N([C@H](C)CO)C[C@@H]1C
→ 1.0	-8.9
- COc1ccc(S(=O)(=O)N(C)C[C@H]2Oc3ccc(NS(=O)(=O)c4ccc(Cl)cc4)cc3C(=O)N([C@H](C)CO)C[C@H]2C)cc1
→ x	0.6
- COc1ccc(CN(C)C[C@@H]2OCCCC[C@@H](C)Oc3ccc(NS(=O)(=O)c4cccs4)cc3C(=O)N([C@H](C)CO)C[C@@H]2C)cc1
→ x	1.5
- CC(C)C#Cc1cnc2c(c1)C(=O)N([C@H](C)CO)C[C@H](C)[C@@H](CN(C)C(=O)c1ccc3c(c1)OCO3)O2
→ -9.9	x
- CCCNC(=O)C[C@H]1C[C@@H]2c3cc(NS(=O)(=O)c4ccc(OC)cc4)ccc3O[C@@H]2[C@@H](CO)O1
→ 13.8	0.8
- CCCC#Cc1cnc2c(c1)C(=O)N([C@H](C)CO)C[C@H](C)[C@H](CN(C)C(=O)c1ccccc1)O2
→ -3.6	-0.4
- COc1ccc(NC(=O)Nc2ccc3c(c2)[C@@H]2C[C@H](CC(=O)N4CCc5ccccc5C4)O[C@@H](CO)[C@@H]2O3)cc1
→ 1.0	-0.1
- C[C@H](CO)N1C[C@H](C)[C@@H](CN(C)C)Oc2ncc(-c3ccccc3F)cc2C1=O
→ 5.1	-1.0

# Three compounds drawn at random from the list so far, as already listed:
# Under each structure: PRC2 inh	IDH1 mut inh
- C[C@H](CO)N1C[C@H](C)[C@@H](CN(C)S(=O)(=O)c2cccs2)OCCCC[C@H](C)Oc2ccc(NC(=O)CCCN(C)C)cc2C1=O
→ x	1.4
- CC(C)NC(=O)Nc1ccc2c(c1)C(=O)N([C@H](C)CO)C[C@@H](C)[C@@H](CN(C)C(=O)Nc1cccc3ccccc13)O2
→ -7.0	-0.2
- CC(C)C#Cc1cnc2c(c1)C(=O)N([C@H](C)CO)C[C@H](C)[C@@H](CN(C)C(=O)c1ccc3c(c1)OCO3)O2
→ -9.9	x

# Complete entries as entered above. Order of values: PRC2 inh, IDH1 mut inh
# Shown for C[C@H](CO)N1C[C@H](C)[C@@H](CN(C)S(=O)(=O)c2cccs2)OCCCC[C@H](C)Oc2ccc(NC(=O)CCCN(C)C)cc2C1=O : x, 1.4
# Shown for C[C@H](CO)N1C[C@H](C)[C@@H](CN(C)C)Oc2ncc(-c3ccccc3F)cc2C1=O : 5.1, -1.0

# Remaining list, next part.
# Under each structure: PRC2 inh	IDH1 mut inh
- O=C(CN1CCOCC1)N[C@@H]1CC[C@H](CCNC(=O)Nc2cc(F)ccc2F)O[C@H]1CO
→ -0.1	11.6
- C[C@H]1CN([C@@H](C)CO)C(=O)c2cccc(NS(=O)(=O)c3ccc(Cl)cc3)c2O[C@@H]1CN(C)S(=O)(=O)c1cn(C)cn1
→ x	1.2
- COc1ccc(NC(=O)N(C)C[C@H]2Oc3c(NS(=O)(=O)c4ccc(C)cc4)cccc3C(=O)N([C@H](C)CO)C[C@H]2C)cc1
→ x	-15.2
- COc1ccc(S(=O)(=O)NC2CCN(Cc3ccc(OCCO)cc3)CC2)cc1
→ -1.6	x
- C[C@H]1CN([C@@H](C)CO)C(=O)Cc2cc(NS(=O)(=O)c3cn(C)cn3)ccc2O[C@@H]1CN(C)CC1CC1
→ x	4.2
- COCC(=O)Nc1ccc2c(c1)OC[C@H](C)N(C(=O)NC(C)C)C[C@@H](C)[C@@H](OC)CN(C)C2=O
→ 1.7	0.1
- CC(C)NC(=O)Nc1ccc2c(c1)CC(=O)N([C@H](C)CO)C[C@@H](C)[C@@H](CN(C)Cc1ccncc1)O2
→ x	6.4
- COCCNC(=O)c1cc2c(c(-c3cccc(C4=CCCC4)c3)n1)[C@@H](CCO)N([S@](=O)C(C)(C)C)C2
→ -10.1	0.3
- C[C@@H]1CCCCO[C@@H](CN(C)C(=O)Cc2ccccc2)[C@@H](C)CN([C@H](C)CO)C(=O)c2cc(NC(=O)Nc3ccc4c(c3)OCO4)ccc2O1
→ x	4.3
- N#Cc1ccccc1NC(=O)CSc1nnc(-c2ccccc2O)n1-c1ccccc1
→ 0.2	0.5
- COc1ccc(COCC23N=C4SCCCN4[C@H](c4ccccc4O2)[C@H]3CO)cc1
→ -1.4	x
- Cc1noc(C)c1S(=O)(=O)N(C)C[C@H]1Oc2ccc(NC(=O)Cc3cn(C)c4ccccc34)cc2CC(=O)N([C@@H](C)CO)C[C@H]1C
→ x	-6.2
- COc1ccccc1S(=O)(=O)N[C@@H]1C=C[C@@H](CC(=O)N2CCN(C)CC2)O[C@@H]1CO
→ -11.8	0.0
- C[C@H]1CN([C@@H](C)CO)S(=O)(=O)c2ccc(C#Cc3cccnc3)cc2O[C@@H]1CN(C)C(=O)C1CC1
→ 2.2	-0.2
- CO[C@H]1CN(C)C(=O)c2ccc(NC(=O)c3nc4ccccc4s3)cc2OC[C@H](C)N(Cc2ccncc2)C[C@@H]1C
→ -20.0	3.4
- COc1ccc(S(=O)(=O)N(C)C[C@@H]2Oc3cc(C#CC4CC4)ccc3S(=O)(=O)N([C@@H](C)CO)C[C@H]2C)cc1
→ 5.3	-2.3
- COc1ccc(NC(=O)Nc2ccc3c(c2)C(=O)N([C@H](C)CO)C[C@@H](C)[C@H](CN(C)C(=O)NC2CCCCC2)O3)cc1
→ 10.9	x
- COC(=O)[C@]1(Cc2ccccc2N=[N+]=[N-])N=C(c2ccc(OCCCO)cc2)O[C@@H]1c1ccccc1CN=[N+]=[N-]
→ 20.9	x
- Cc1ccccc1-c1cnc2c(c1)C(=O)N([C@@H](C)CO)C[C@@H](C)[C@H](CN(C)Cc1cncnc1)O2
→ 1.4	-2.8
- COc1ccc(NC(=O)N(C)C[C@H]2Oc3ccc(NC(=O)C4CCCCC4)cc3CC(=O)N([C@@H](C)CO)C[C@H]2C)cc1
→ x	-0.3
- C[C@@H]1CN([C@@H](C)CO)C(=O)c2cc(NS(=O)(=O)c3ccccc3)ccc2O[C@@H](C)CCCCO[C@H]1CN(C)S(=O)(=O)c1ccc(Cl)cc1
→ x	-1.4
- CO[C@@H]1CN(C)C(=O)c2cc(NS(C)(=O)=O)ccc2OC[C@H](C)N(C(=O)NC(C)C)C[C@H]1C
→ -2.1	x
- COCC#Cc1cnc2c(c1)C(=O)N([C@@H](C)CO)C[C@@H](C)[C@@H](CN(C)C(=O)Cc1ccncc1)O2
→ x	0.0
- O=C(CC1NC(=O)NC1=O)Nc1ccc(Cl)cc1 (stereo unspecified)
→ 5.7	-0.1
- Cc1ccc(S(=O)(=O)N(C)C[C@H]2Oc3c(NC(=O)C4CCOCC4)cccc3C(=O)N([C@H](C)CO)C[C@@H]2C)cc1
→ 6.7	x
- C[C@H](CO)N1C[C@H](C)[C@H](CN(C)C(=O)Nc2cccc3ccccc23)Oc2ncc(C#Cc3ccccc3)cc2C1=O
→ x	-0.8
- CO[C@@H]1CN(C)C(=O)c2ccc(NS(=O)(=O)c3ccc(C)cc3)cc2OC[C@@H](C)N(C)C[C@@H]1C
→ -9.9	0.4
- COCC#Cc1ccc2c(c1)O[C@H](CN(C)Cc1ccccc1F)[C@H](C)CN([C@@H](C)CO)S2(=O)=O
→ -9.7	-0.3
- CO[C@H]1CN(C)C(=O)c2ccc(NC(=O)Nc3ccccc3)cc2OC[C@@H](C)N(C(=O)CN(C)C)C[C@@H]1C
→ -6.6	0.1
- CCc1ccc(/C=C2\CN(C)C/C(=C\c3ccc(CC)cc3)C2O)cc1
→ -26.0	0.6
- C[C@@H]1CN([C@H](C)CO)C(=O)c2cc(N(C)C)ccc2O[C@@H](C)CCCCO[C@H]1CN(C)S(C)(=O)=O
→ 0.8	x
- Cc1noc(C)c1S(=O)(=O)Nc1ccc2c(c1)CC(=O)N([C@@H](C)CO)C[C@H](C)[C@H](CN(C)CC1CC1)O2
→ x	0.1
- COc1ccc(-c2cnc3c(c2)C(=O)N([C@H](C)CO)C[C@H](C)[C@H](CN(C)C(=O)C2CCCCC2)O3)cc1
→ 5.5	x
- CO[C@@H]1CN(C)C(=O)c2ccc(NC(=O)c3ccc(F)cc3)cc2OC[C@H](C)N(C(=O)CN(C)C)C[C@@H]1C
→ 3.6	0.1
- CO[C@@H]1CN(C)C(=O)c2ccc(NS(=O)(=O)CC(F)(F)F)cc2OC[C@@H](C)N(C(=O)c2ccc3c(c2)OCO3)C[C@H]1C
→ 8.3	-0.7
- O=C(NCC[C@H]1CC[C@H](NS(=O)(=O)c2ccc(F)cc2)[C@H](CO)O1)Nc1ccc(Cl)cc1
→ -19.6	0.1
- C[C@H]1CN([C@@H](C)CO)C(=O)c2cc(/C=C/c3ccccc3)cnc2O[C@H]1CN(C)S(=O)(=O)c1ccccc1
→ -10.6	-1.4
- C[C@@H]1CCCCO[C@H](CN(C)C(=O)C2CCCCC2)[C@H](C)CN([C@H](C)CO)C(=O)c2cc(NC(=O)Nc3ccccc3)ccc2O1
→ x	0.3
- COC(=O)CCCCCCC(=O)N/N=C/C[C@H](C)CCC=C(C)C
→ 33.4	0.6
- COc1ccc(S(=O)(=O)N(C)C[C@H]2Oc3ccc(NC(=O)Nc4cccc5ccccc45)cc3CC(=O)N([C@@H](C)CO)C[C@@H]2C)cc1
→ x	-0.5
- NC(=O)CSc1oc(-c2ccco2)nc1S(=O)(=O)c1ccccc1
→ -12.8	-0.1
- COc1ccc(OC)c(NC(=O)COc2ccc(C(C)(C)C)cc2)c1
→ 35.3	0.2
- Cc1noc(C)c1NC(=O)N(C)C[C@@H]1OCc2ccccc2-c2ccccc2C(=O)N([C@@H](C)CO)C[C@H]1C
→ 10.7	x
- CC(=O)c1c(C)nn2c3ccccc3n(CCN3CCOCC3)c12
→ -19.5	-0.3
- C[C@@H]1CN([C@H](C)CO)S(=O)(=O)c2ccc(C#Cc3ccccc3F)cc2O[C@H]1CN(C)C(=O)Cc1ccncc1
→ -20.4	x
- Cc1ccc(NS(=O)(=O)c2cccc(C(=O)Nc3ccccc3C(=O)O)c2)cc1C
→ 42.7	-1.2
- C[C@H](CO)N1C[C@H](C)[C@@H](CN(C)Cc2ccncc2)Oc2cc(-c3cncnc3)ccc2S1(=O)=O
→ -0.1	9.0
- C[C@@H]1CN([C@H](C)CO)C(=O)c2cccc(NC(=O)CCCCCC(=O)Nc3ccccc3N)c2O[C@H]1CN(C)S(=O)(=O)c1cccs1
→ -4.4	-0.1
- COC(=O)C1=C(C)NC(C)=C(C(=O)OCCCN2CCC(c3ccccc3)(c3ccccc3)CC2)C1c1cccc([N+](=O)[O-])c1 (stereo unspecified)
→ x	0.0
- Cc1noc(C)c1NC(=O)Nc1ccc2c(c1)C(=O)N([C@H](C)CO)C[C@@H](C)[C@H](CN(C)S(C)(=O)=O)OCCCC[C@@H](C)O2
→ x	-5.4
